# Screens: PubChem BioAssay, several laboratories
# DDE Tn6 FP inh: inhibitors of Tn6 peptide binding to human fibrin DD(E) | inhibition, % at 8.3 µM | P02675 | AID 720509 | 370,000 tested, 0.21% active | Fibrin DD(E) TRITC-Tn6 fluorescence polarization displacement;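 active = inhibition above a per-campaign cutoff: mean of compounds within control limits plus 3 SD, cut at about 15% in these data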;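 also: 0% = median of all compound wells on the plate and 100% = blocking peptide control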
# Target sequence (P02675 whole entry, looked up): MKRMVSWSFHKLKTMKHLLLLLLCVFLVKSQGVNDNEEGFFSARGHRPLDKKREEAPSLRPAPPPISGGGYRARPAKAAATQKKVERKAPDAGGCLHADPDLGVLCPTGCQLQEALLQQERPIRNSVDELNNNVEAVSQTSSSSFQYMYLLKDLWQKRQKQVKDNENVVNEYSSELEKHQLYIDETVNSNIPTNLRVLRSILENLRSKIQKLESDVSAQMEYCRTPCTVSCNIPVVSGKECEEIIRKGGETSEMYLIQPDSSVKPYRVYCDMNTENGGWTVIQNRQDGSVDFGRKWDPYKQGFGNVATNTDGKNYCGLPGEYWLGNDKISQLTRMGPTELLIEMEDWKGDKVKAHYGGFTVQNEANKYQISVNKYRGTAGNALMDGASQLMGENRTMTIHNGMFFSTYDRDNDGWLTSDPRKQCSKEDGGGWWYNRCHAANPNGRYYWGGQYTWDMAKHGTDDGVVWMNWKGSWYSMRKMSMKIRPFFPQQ
# FXN GAA850 act: increases GAA850 frataxin promoter reporter activity; HEK293 lucGAA850 FXN promoter luciferase reporter, 24 h; percent of 10 µM SAHA response; activation, % at 6 µM; 360,000 tested, 0.56% active;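 active = activation above the average of all compounds screened plus 3 SD, cutoff fixed separately per campaign, cut at about 7.5% in these data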;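 also: 0% = DMSO wells and 100% = 10 µM SAHA wells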
# NPR2 activator: GC-B (human) receptor activation; HEK293-GC-B cells, CNP EC30, cGMP TR-FRET; 0% at EC30 CNP, 100% saturating CNP; activation, % at 10 µM; 370,000 tested, 0.11% active;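 active = activation at 10 µM reaching about 35% in either raw or pattern-adjusted values, limit read from the data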
# ADAM10 inh: inhibits human ADAM10. inhibition, % at 7 µM. O14672. AID 720582. 370,000 tested, 0.62% active. recombinant ADAM10, EDANS/DABCYL FRET peptide cleavage, 3 h;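 active = inhibition above a per-campaign cutoff equal to the mean of compounds falling between control-based bounds plus 3 SD, cut at about 20% in these data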;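 also: 0% = DMSO wells while the 100% control is not disclosed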
# rCAG RNA binder: binds r(CAG) RNA repeats | r(CAG) RNA repeat, TO-PRO-1 dye displacement fluorescence | inhibition, % at 3 µM | 370,000 tested, 1.3% active;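 active = inhibition above the plate cutoff, the mean of all test compounds on that plate plus 3 SD, cut at about 35% in these data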;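 also: 0% = DMSO alone and 100% = 100 µM mitoxantrone as full dye displacement; higher means more dye released from RNA so lower well fluorescence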
# ASAP1 GAP inh: inhibitors of human ASAP1 ArfGAP activity. inhibition, % at 16.5 µM. Q9ULH1. AID 624377. ASAP1-stimulated ARF1 GTP hydrolysis, GDP FP detection. 360,000 tested, 0.19% active; in the data active = inhibition above about 25%;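 also: 0% = vehicle with enzyme and substrate and 100% = no enzyme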
# Target sequence (Q9ULH1 325-724 limits assumed): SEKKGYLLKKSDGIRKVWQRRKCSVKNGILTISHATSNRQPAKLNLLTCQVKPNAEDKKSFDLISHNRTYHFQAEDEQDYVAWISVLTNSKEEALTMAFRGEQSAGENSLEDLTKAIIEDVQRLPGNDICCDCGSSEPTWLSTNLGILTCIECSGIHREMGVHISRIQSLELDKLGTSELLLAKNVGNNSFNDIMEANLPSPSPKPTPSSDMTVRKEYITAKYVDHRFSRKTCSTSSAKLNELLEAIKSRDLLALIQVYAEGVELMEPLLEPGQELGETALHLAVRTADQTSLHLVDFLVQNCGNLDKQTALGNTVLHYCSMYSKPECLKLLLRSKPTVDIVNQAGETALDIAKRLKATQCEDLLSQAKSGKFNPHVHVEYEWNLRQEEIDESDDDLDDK
# NPR1 activator: GC-A (human) enzyme activation. P16066. HEK293 GC-A cells, cGMP TR-FRET, EC30 ANP; 0% at EC30 ANP, 100% saturating ANP. activation, % at 10 µM. 370,000 tested, 0.14% active. AID 1671463; in the data active = activation above about 40%
# proKLK7 act: activates the human kallikrein-7 zymogen. P49862. purified proKLK7, EDANS-DABCYL substrate fluorescence; 100% is mature enzyme control, 0% vehicle. 370,000 tested, 0.9% active. AID 652039. activation, % at 7 µM;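 active = activation above the mean of all tested compounds plus 3 SD, computed per campaign excluding outliers beyond control limits, cut at about 13% in these data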
# ARFGAP1 inhibitor: rat ARFGAP1 inhibition. Arfgap1-stimulated ARF1 GTP hydrolysis, GDP FP detection. inhibition, % at 16.5 µM. 360,000 tested, 0.26% active;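 active = inhibition above a per-plate limit, mean inhibition of low control wells plus 3 SD, cut at about 25% in these data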;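 also: 0% = DMSO wells with enzyme and 100% = wells lacking Arfgap1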
# Target sequence (Q62848 1-136 limits assumed): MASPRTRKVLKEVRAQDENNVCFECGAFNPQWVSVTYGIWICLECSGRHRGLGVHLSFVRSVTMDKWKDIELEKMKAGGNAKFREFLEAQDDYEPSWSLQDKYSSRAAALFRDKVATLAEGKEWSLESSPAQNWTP
#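 Material: truncated rat Arfgap1 GAP domain; Incubation: compound-enzyme preincubation 20 min, reaction 120 min, detection 60 min, 25 °C; Read-out: percent inhibition of Arfgap1-stimulated GTP hydrolysis; Technique: FP, GDP Alexa 633 tracer displaced from anti-GDP antibody, 620/688 nm; Controls: No-Arfgap1 wells (100%) versus DMSO full-reaction wells (0%); Replication: single well per compound.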
# HGIII-sPLA2 inh: Blocks human group III sPLA2 activity; QFRET BODIPY PC-A2 liposome hydrolysis, fluorescence; inhibition, % at 12.2 µM; 370,000 tested, 0.56% active; AID 743126;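 active = inhibition above mean plus 3 SD of compounds lying within the high and low control bounds, cut at about 19% in these data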;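 also: 0% = median of test compound wells and 100% = no enzyme DMSO wells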
# * marks the source's active call; other numbers are inactive results; i = inactive; x = no result given. Rows are unselected, and some 4.5% of all compounds hit somewhere here.
SMILES,DDE Tn6 FP inh,FXN GAA850 act,NPR2 activator,ADAM10 inh,rCAG RNA binder,ASAP1 GAP inh,NPR1 activator,proKLK7 act,ARFGAP1 inhibitor,HGIII-sPLA2 inh
COc1ccc(NC(=O)CN(Cc2ccccc2)S(C)(=O)=O)cc1OC,-3,1.2,-1,9,2,17,3,-0.2,-5,-1
COC(=O)c1coc(-c2ccc(C)cc2)c1C(=O)OC,-3,0.8,6,5,-6,-6,3,-0.6,3,6
CCn1cc(C2N3CC4(C)CN2CC(C)(C3)C4=O)c2ccccc21 (stereo not given),9,-0.2,-1,-6,0,-11,-4,0.5,3,3
O=C(NCc1ccncc1)C1Cc2c(-c3ccccc3Oc3ccccc3)ccnc2O1 (stereo not given),-11,0.6,3,-13,1,2,-7,0.2,1,4
CC1CCc2c(sc3nc(C(C)(C)C)nc(N4CCN(C(=O)CCl)CC4)c23)C1 (stereo not given),5,3.7,-4,7,0,-7,-6,0.2,2,16
COc1ccc(S(=O)(=O)n2oc(=O)cc2-c2ccccc2)cc1,-2,2.0,0,2,6,-6,-3,-0.5,5,10
C[C@@H]1CN([C@@H](C)CO)C(=O)CCCn2nncc2CO[C@H]1CN(C)Cc1ccc(-c2ccccc2)cc1,-2,-2.8,-2,3,3,2,5,-0.1,-9,-11
CCn1c(COc2ccccc2C)nnc1SCC(=O)CC(=O)Nc1ccccc1OC,7,3.0,-1,-7,18,-9,-1,0.3,3,2
Cc1ccccc1CSc1nc(-c2ccccc2)cc(=O)[nH]1,-1,-1.3,7,-5,0,1,1,0.4,-4,1
O=S(=O)(Nc1cc(S(=O)(=O)N2CCOCC2)ccc1O)c1ccc2c(c1)OCCCO2,2,-1.6,2,-8,14,13,8,-0.1,-5,-13
COc1ccc(OC)c(S(=O)(=O)Nc2ccccc2C(=O)N2CCCCC2)c1,-1,-0.4,-8,-4,2,3,-9,0.3,5,3
CCCC1(C(=O)OC)NC(c2ccc(OC)c(OC)c2)C2C(=O)N(c3ccc4c(c3)OCO4)C(=O)C21 (stereo not given),5,1.7,2,-41,-4,2,-1,-2.5,7,0
O=C(NS(=O)(=O)c1ccc(Cl)s1)c1ccccc1,11,-0.1,2,1,2,-16,0,0.5,7,0
O=[N+]([O-])c1cccc(OCCN2CCC(Cc3ccccc3)CC2)c1,-3,-0.6,0,6,-9,-8,-5,0.2,-6,-1
Cc1sc2nc(COC(=O)C(NC(=O)c3ccc(Cl)cc3Cl)C(C)C)[nH]c(=O)c2c1C (stereo not given),1,0.5,-2,-10,2,-4,-3,-0.3,-1,-12
CCc1ccc(NS(=O)(=O)c2c(C)nc3sc(CC)nn3c2=O)cc1,-8,-0.5,-8,-3,2,2,-1,0.0,2,-8
NCCCC[C@H]1CNC(=O)C(=O)N1CCC12CC3CC(CC(C3)C1)C2,4,1.6,0,-3,10,2,-2,0.3,2,10
Cc1ccc(CC(=O)N2CCN(c3ccc([N+](=O)[O-])cc3)CC2)cc1,-2,2.7,-6,5,-5,-4,-11,-0.1,3,-3
CCOCc1c(C(=O)NC2CCCCCC2)oc2ccccc12,2,1.1,-5,-1,-6,-3,1,0.2,0,-1
N#CCSc1ccccc1NC(=O)CN1C(=O)NC(CCc2ccccc2)C1=O (stereo not given),-2,-1.2,1,-8,10,-2,1,0.0,11,1
CCOc1ccc(CNC(=O)c2ccc(Sc3ccc(C)cc3)c(NC(C)=O)c2)cc1OC,-6,0.8,5,1,3,6,2,0.2,-16,-14
O=C(/C=C/c1ccc2c(c1)OCO2)N1CCOCC1,-2,1.5,2,-107,3,-3,-2,0.9,-2,7
CCCC(=O)NC(c1ccc(N(C)C)cc1)c1c(O)ccc2ccccc12 (stereo not given),-3,-5.8,0,-6,4,3,12,-0.3,3,-18
O=S(=O)(c1ccc(Br)cc1)N1CCN(Cc2ccco2)CC1,-12,-0.1,-4,3,-6,4,-6,-0.1,10,4
COc1ccc(NC(=S)NC(NC(=O)c2ccccc2Cl)C(Cl)(Cl)Cl)c([N+](=O)[O-])c1 (stereo not given),5,-3.6,4,3,21,6,-1,-0.2,16,28*
O=C(Cn1cnc([N+](=O)[O-])n1)c1ccccc1,0,2.7,-1,-6,2,-4,-2,0.0,0,-20
COc1cc(C(=O)Nc2ccc(-c3nnc(-c4ccco4)o3)cc2)cc(OC)c1OC,1,-3.2,4,-1,4,-3,-2,-0.5,-18,1
O=C(CN(CCc1ccccc1)S(=O)(=O)c1ccc(Cl)s1)N1CCOCC1,9,x,-13,-12,1,x,-4,0.6,x,14
Cc1nnc(NC(=O)CC(NC(=O)C(F)(F)F)c2ccccc2)s1 (stereo not given),0,1.4,0,4,4,-10,-1,-0.1,3,10
COc1cc(O)c2c(=O)cc(-c3ccccc3)oc2c1,-6,6.0,-2,-7,5,5,-2,0.2,-5,-8
COc1ccc(C(=O)NNC(=O)COc2ccc(Cl)cc2)c(OC)c1,-9,0.7,2,1,-4,-11,0,-0.3,-8,25*
N#C/C(=C/c1ccccc1OCc1ccc(F)cc1)c1ccc(C(=O)O)cc1,-4,0.2,-10,5,32,-13,4,-0.1,6,-24
CCN1CCN(C(=O)c2cc3cc([N+](=O)[O-])ccc3oc2=O)CC1,2,3.5,1,2,0,-1,5,-0.5,-2,12
COc1ccc(N2CCN(C(=O)c3ccc(Cn4nc(C)c([N+](=O)[O-])c4C)o3)CC2)cc1,3,-1.8,-3,6,-7,-5,2,-0.2,1,0
COC(=O)C1=C(C)N(Cc2ccco2)C(=O)/C1=C\c1ccc([N+](=O)[O-])cc1,-3,5.6,0,1,13,0,-15,0.0,-6,-2
CCS(=O)(=O)CCn1c([N+](=O)[O-])cnc1C,4,-0.6,5,-7,1,-12,3,0.4,2,2
O=C(Cn1nnc2c(cnn2-c2ccc(F)cc2)c1=O)c1ccccc1F,10,3.8,0,4,-1,-2,3,-0.6,-11,3
CCOC(=O)CN(C#N)c1nc(N(C)C)nc(N(C)C)n1,5,0.4,1,1,-2,14,-1,0.2,-6,-2
CC(C)C1C(=O)N(Cc2cn(CC3CCCCC3)nn2)CCS(=O)(=O)N1Cc1ccc(-c2ccncc2)cc1 (stereo not given),8,1.9,-2,-6,4,4,-4,1.1,2,-7
N#C/C(=C/C1=C(N2CCOCC2)C(=C/c2ccc(Cl)cc2Cl)/CC1)C(=O)Nc1ccccc1F,156*,-1.6,-2,-9,4,3,-2,-0.1,-3,10
O=S(=O)(Nc1ccc(F)cc1)N1CCCCCC1,3,1.1,4,1,-1,-3,-1,0.6,-13,-2
COc1ccc(OCC(=O)Nc2ccc(S(=O)(=O)N3CCCCC3)cc2)cc1,-2,-0.1,4,5,0,-7,2,0.6,5,-21
CNC(C)C(=O)NC(C(=O)NC(C)C(=O)Nc1cccc2ccccc12)C(C)C (stereo not given),-5,-1.2,8,-22,5,7,-6,-0.5,9,10
CC(CCc1ccccc1)NC(=O)/C=C/c1ccc(Cl)cc1 (stereo not given),-3,2.8,0,7,-2,-7,-3,0.1,7,-17
O=C(/C=C/Nc1ccc(F)cc1F)c1ccco1,-1,1.9,-3,-7,0,6,3,0.5,6,0
O=C(Nc1ccc(N2CCOCC2)cc1)c1ccc(Cl)c(S(=O)(=O)N2CCCC2)c1,-8,-3.9,-1,-10,0,-7,1,-0.1,-6,9
COc1cccc(-n2c(CN3CCN(c4ccccc4)CC3)nc3ccc([N+](=O)[O-])cc3c2=O)c1,4,1.1,-5,-1,4,-1,-5,-0.2,-2,0
Cc1ccc(NC(=O)N(CCCN2CCOCC2)Cc2cc3cc4c(cc3[nH]c2=O)OCO4)cc1,-4,-1.8,-1,-183,-7,4,-2,1.5,7,-7
Cn1c(SCC(=O)NCc2ccccc2)ncc(C(=O)Nc2ccccc2)c1=O,-3,4.8,-5,6,11,8,3,0.2,1,4
CCOc1cc(C(=O)NCc2ccc(C)cc2)ccc1OCC(=O)N1CCOCC1,5,0.8,4,3,-4,-5,0,0.8,-18,-1
CC(=O)Nc1ccc(NC(=O)C2CCCN2S(=O)(=O)c2cccc(C(F)(F)F)c2)cc1 (stereo not given),5,0.8,0,-8,-2,5,1,0.0,0,-1
COc1ccc(C(=O)NCC(=O)OCc2nc(N)nc(Nc3ccccc3C)n2)cc1,0,-1.7,-3,-4,-1,-1,-1,-0.7,9,4
O=C(N/N=C\c1ccc2c(c1)OCO2)c1ccc(Cn2cc(Br)c([N+](=O)[O-])n2)o1,-6,1.7,2,-3,4,12,2,0.5,9,2
NC(=O)c1ccc(NC(=O)C2CC(=O)N(c3ccc4c(c3)OCCO4)C2)cc1 (stereo not given),-2,1.0,1,7,2,-3,2,0.2,2,-2
CS(=O)(=O)N1CCN=C1SCc1ccc(Br)cc1,0,1.7,4,0,-2,-1,1,0.1,2,-4
O=C(COC(=O)c1cccc(S(=O)(=O)N2CCCC2)c1)NCc1ccccc1,0,2.7,-2,-9,-7,-19,1,0.8,1,-2
Cc1c(Cc2ccccc2)c(=O)oc2cc(OCC(=O)N[C@@H](Cc3ccccc3)C(=O)O)ccc12,0,0.0,1,i,42*,-9,-2,-0.8,-9,-26
Cc1ccc(Nc2oc(C)nc2C#N)cc1,-9,3.9,0,-3,-2,4,4,0.0,-4,-6
Cc1cc(C2C(C#N)=C(N)OC3=C2C(=O)CC(C)(C)C3)c(C)s1 (stereo not given),-4,-3.8,-1,-1,0,-4,1,-0.4,7,7
O=C(NCC1CCCO1)C1CCCCN1S(=O)(=O)c1ccc(F)cc1 (stereo not given),4,0.0,3,7,-3,12,0,0.2,-5,6

# Pulled by compound from above:
SMILES,DDE Tn6 FP inh,FXN GAA850 act,NPR2 activator,ADAM10 inh,rCAG RNA binder,ASAP1 GAP inh,NPR1 activator,proKLK7 act,ARFGAP1 inhibitor,HGIII-sPLA2 inh
Cc1c(Cc2ccccc2)c(=O)oc2cc(OCC(=O)N[C@@H](Cc3ccccc3)C(=O)O)ccc12,0,0.0,1,i,42*,-9,-2,-0.8,-9,-26
CC(=O)Nc1ccc(NC(=O)C2CCCN2S(=O)(=O)c2cccc(C(F)(F)F)c2)cc1 (stereo not given),5,0.8,0,-8,-2,5,1,0.0,0,-1
Cn1c(SCC(=O)NCc2ccccc2)ncc(C(=O)Nc2ccccc2)c1=O,-3,4.8,-5,6,11,8,3,0.2,1,4

# Later entries.
SMILES,DDE Tn6 FP inh,FXN GAA850 act,NPR2 activator,ADAM10 inh,rCAG RNA binder,ASAP1 GAP inh,NPR1 activator,proKLK7 act,ARFGAP1 inhibitor,HGIII-sPLA2 inh
CC#CC[N+](C)(CC#CC)CC(=O)c1ccccc1,8,1.1,2,-10,0,-8,4,0.3,6,9
CS(=O)(=O)Nc1ccccc1Oc1ccccc1,6,-1.8,-5,-1,1,2,-3,-0.2,9,5
COc1ccccc1Cc1c(-c2ccccc2)nc2ccc(Br)cn12,-6,x,-5,-4,17,7,-1,-0.3,2,-13
COc1ccc(-c2sc3ccc(OC)cc3c2-c2ccc(O)cc2)cc1,1,1.0,12,-10,11,17,-5,-4.1,17,-2
CCc1ccccc1NC(=O)CNC(=O)c1cccc(S(=O)(=O)N2CCN(Cc3ccccc3)CC2)c1,-5,-1.9,8,-1,2,-10,1,0.4,-7,-22
